SDO1 yeast rescue: sdo1-depleted yeast growth rescue; 0.21% of 140,000 active; z-score at 10 µM; AID 817; S. cerevisiae sdo1-depleted JHY4D growth rescue, OD600 30 h; stronger effect = higher value; pdr5 snq2 efflux-pump mutant strain;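 active = z-score above 3 at both the 24 hr and the 30 hr optical density reads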;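 also: z-score against mean and SD of all compound wells on the same plate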
INS promoter inh: TRM-6 insulin promoter activity inhibition | TRM-6 cells (human fetal islet line), insulin promoter-eGFP reporter, imaging; reporter expression induced with tamoxifen | inhibition, % at 2 µM | 0.9% of 130,000 active | AID 1273;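 active = inhibition above the mean plus 3 SD, with well images judged a real hit on visual review, cut at about 60% in these data, passing the limit was not always enough; inconclusive = inhibition over the cutoff but images rejected on review; inactive = inhibition not above the cutoff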
SDO1 yeast rescue Rescue 24 h: second read-out of SDO1 yeast rescue, no call of its own (marks repeat the call); z-score; S. cerevisiae sdo1-depleted JHY4D growth rescue, OD600; measured here: growth rescue at 24 h;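 0 is the plate mean of compound wells and units are plate SD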
* = called active by the depositor; ? = inconclusive; . = no result given. This is a subset (hit frequency here may not be typical).

item	SDO1 yeast rescue	SDO1 yeast rescue Rescue 24 h	INS promoter inh	SMILES
1	-0.11	0.53	46	COc1ccc(C(=S)Nc2ccc(N(C)C)cc2)cc1
2	-2	-0.99	7	S=C(NC1CCCCC1)N1CCN(C/C=C/c2ccccc2)CC1
3	-0.01	-0.49	-54	COC(=O)CCc1c(C)c(C#N)c2nc3ccccc3n2c1N1CCCC1
4	1.6	1.6	.	CCCCn1c(CCNC(=O)CC)nc2ccccc21
5	-1.6	-1.3	17	NS(=O)(=O)c1ccc(CCNc2ncnc3c2c(-c2ccccc2)cn3-c2ccc(F)cc2)cc1
6	.	.	6	COc1ccc(Nc2ccc([N+](=O)[O-])cc2[N+](=O)[O-])cc1
7	-0.46	-0.46	.	Cc1noc(/C=C/c2ccco2)c1S(=O)(=O)N1CCC(C(=O)NCc2ccco2)CC1
8	0.44	0.02	-46	Cc1cccc(-c2cc(C(=O)NCCCn3ccnc3)c3ccccc3n2)c1
9	0.2	2	33	Cc1cc2c(C)nc(-c3ccccc3)nc2o1
10	.	.	-19	CCN(Cc1ccccc1)C(=O)COC(=O)CNC(=O)c1ccc(C)s1
11	1.3	1.4	-14	Cc1cc(=O)[nH]c(Sc2c(-c3ccccc3)c3ccccc3[nH]c2=O)n1
12	1.4	0.97	.	CCOc1ccc(NC(=O)CN(C)c2nnnn2-c2ccccc2)cc1OCC
13	0.15	1.3	.	CCc1nnc(NC(=O)CSc2nnnn2-c2cccc(C(=O)OC)c2)s1
14	0.01	0.04	30	COc1ccc(CNC(=O)COC(=O)C2CCN(S(=O)(=O)c3ccccc3C(F)(F)F)CC2)cc1
15	.	.	?	Cc1cc(/C=C2/C(=N)N3C(=NC2=O)SN=C3S(C)(=O)=O)c(C)n1-c1ccc(F)cc1
16	-1	-1	-14	CC(C)c1cc(C(N)=O)c(NC(=O)c2cccc(COc3ccc(Cl)cc3)c2)s1
17	0.71	1.1	-23	COc1ccc(NC(=S)N2CCc3ccccc3C2)cc1
18	.	.	-12	Cc1ccccc1OCC(=O)OCC(=O)Nc1ccc(S(N)(=O)=O)cc1
19	-0.36	-1	31	COC(=O)c1ccc(C(=O)OC)c(NC(=O)CN(C)Cc2cccc(Cl)c2Cl)c1
20	0.13	-0.68	71	COc1ccc(S(=O)(=O)N2CCOCC2)cc1C(=O)Nc1cc(C)on1
21	0.5	-0.23	-12	CSc1nc(N2CCOCC2)c2ccccc2n1
22	0.4	-0.35	18	O=C(O)c1oc2ccccc2c1CSc1ccccn1
23	0.25	-1.1	-27	CCN1CCCC1CNC(=O)C(=O)Nc1ccccc1OC (configuration not stated)
24	-1.2	-1.2	.	O=C(N/N=C/c1ccc2c(c1)OCO2)c1cc(-c2ccncc2)nc2ccccc12
25	.	.	17	O=C(CCCSc1nc2ccccc2c(=O)[nH]1)c1ccc(F)cc1
26	-0.33	-0.78	-27	O=C(Nc1cc(C(F)(F)F)ccc1N1CCOCC1)c1ccc[n+]([O-])c1
27	0.07	-0.01	.	CCOc1cc(-c2noc(-c3cccnc3)n2)ccc1OC
28	.	.	-47	COCCn1c(SCC(=O)Nc2nnc(C)s2)nnc1-c1ccco1
29	1.4	1.3	-67	Cn1c(CCNC(=O)OC(C)(C)C)n[nH]c1=S
30	1.2	0.11	-131	CCCCOc1ccc(S(=O)(=O)Nc2ccc(NC(C)=O)cc2)cc1
31	-0.06	-0.58	.	CCCS(=O)(=O)N1CCCC(C(=O)NCCN2CCC(Cc3ccccc3)CC2)C1 (configuration not stated)
32	-0.37	-1	.	O=C(Cc1ccccc1)N1CCC(c2nc(-c3ccc(F)cc3)no2)CC1
33	-0.38	-0.71	.	Cc1ccc(NC(=O)CN(C)S(=O)(=O)c2cccc3nsnc23)cc1
34	.	.	-106	O=C(NCCc1ccccn1)C1CCN(S(=O)(=O)c2ccc3ccccc3c2)CC1
35	-0.82	0.41	.	CSc1nc2sc(-c3ccccc3)cc2c(=O)n1N
36	-0.52	-1	-58	Cc1ccc(S(=O)(=O)NCC(=O)N(c2ccccc2)C(C(=O)NCc2ccccc2)c2ccco2)cc1 (configuration not stated)
37	0.21	0.05	-7	O=C(Nc1nnc(-c2ccc(Cl)cc2)o1)c1cccc(N2C(=O)CCC2=O)c1
38	.	.	-25	Cc1cc(C)cc(N(CC(=O)Nc2ccccc2)C2=NC3CS(=O)(=O)CC3S2)c1 (configuration not stated)
39	-0.14	-0.59	-12	CCCN1C2=NS(=O)(=O)CCN2c2ccccc21
40	0.03	0.02	-27	CCN=C1NN=C(c2ccc(C)cc2)CS1

Compounds listed so far that contain an aryl methoxy group (7):
item	SDO1 yeast rescue	SDO1 yeast rescue Rescue 24 h	INS promoter inh	SMILES
1	-0.11	0.53	46	COc1ccc(C(=S)Nc2ccc(N(C)C)cc2)cc1
6	.	.	6	COc1ccc(Nc2ccc([N+](=O)[O-])cc2[N+](=O)[O-])cc1
14	0.01	0.04	30	COc1ccc(CNC(=O)COC(=O)C2CCN(S(=O)(=O)c3ccccc3C(F)(F)F)CC2)cc1
17	0.71	1.1	-23	COc1ccc(NC(=S)N2CCc3ccccc3C2)cc1
20	0.13	-0.68	71	COc1ccc(S(=O)(=O)N2CCOCC2)cc1C(=O)Nc1cc(C)on1
23	0.25	-1.1	-27	CCN1CCCC1CNC(=O)C(=O)Nc1ccccc1OC (configuration not stated)
27	0.07	-0.01	.	CCOc1cc(-c2noc(-c3cccnc3)n2)ccc1OC

Later entries:
item	SDO1 yeast rescue	SDO1 yeast rescue Rescue 24 h	INS promoter inh	SMILES
41	-1.1	0.83	-322	O=[N+]([O-])c1cccc(-c2nc(NCc3ccccc3)c3ccccc3n2)c1
42	0.17	-0.72	36	COc1ccc(NC(=S)Nc2ccc(OC)cc2OC)c(OC)c1
43	.	.	15	CSc1ncccc1C(=O)OCc1ccccc1Cl
44	-0.29	1.2	16	CCCCn1c(=O)[nH]c(=O)c2c1nc(-c1ccc(-c3ccccc3Br)o1)n2CCOC
45	0.4	1.6	-29	COc1ccc2nc(SCC(=O)Nc3ccc4sc(C)nc4c3)c(C#N)cc2c1
46	0.72	0.13	16	CCOCC(=O)Nc1cccc(C(=O)OCC)c1
47	0.73	0.85	0	O=C(CCN1CCOCC1)Nc1ccc2c(c1)CCC2
48	.	.	-8	CCC1(Cc2ccccc2)NC(=O)c2ccccc2O1 (configuration not stated)
49	0.94	0.57	.	Cc1ccccc1NC(=O)c1cnc2ccccn2c1=O
50	1.8	2.1	.	O=C1CC(c2cccnc2)c2cc3c(cc2N1)OCO3 (configuration not stated)

Single records, from the list above:
Shown for O=C(CCN1CCOCC1)Nc1ccc2c(c1)CCC2 = SDO1 yeast rescue = 0.73; SDO1 yeast rescue Rescue 24 h = 0.85; INS promoter inh = 0
Shown for CCOCC(=O)Nc1cccc(C(=O)OCC)c1 = SDO1 yeast rescue = 0.72; SDO1 yeast rescue Rescue 24 h = 0.13; INS promoter inh = 16
Shown for COc1ccc(NC(=S)Nc2ccc(OC)cc2OC)c(OC)c1 = SDO1 yeast rescue = 0.17; SDO1 yeast rescue Rescue 24 h = -0.72; INS promoter inh = 36

(next part)
item	SDO1 yeast rescue	SDO1 yeast rescue Rescue 24 h	INS promoter inh	SMILES
51	.	.	-27	CCC(=O)c1ccccc1OCC(=O)Nc1c(C)cccc1C
52	.	.	21	NS(=O)(=O)c1ccc(CCNC(=O)CSc2nc3ccccc3c(=O)n2CCC(=O)N2CCCCC2)cc1
53	0.18	0.53	-32	CCOC(=O)N1CCN(c2ccc(C(=O)c3cccc(F)c3)cc2)CC1
54	0.86	3	.	CCCCCCn1cnc2c(c1=O)c1nc3ccccc3nc1n2Cc1cccs1
55	-0.51	-0.58	3	O=C(N/N=C/c1ccncc1)c1nc(-c2ccccc2)n2c1CCCCC2
56	1.3	1.3	-80	CCOC(=O)N1CCN(C(=O)Cn2ncc3ccccc32)CC1
57	0.01	-0.98	18	CC(=O)Nc1ccc(C(=O)CSc2nc3ccccc3n2CC(=O)N2CCCC2)cc1
58	.	.	-37	COc1ccc(C)cc1NC(=O)NCc1ccccc1F
59	-1.8	-0.95	.	CCOc1cccc(-c2nc(C(N)=O)c3[nH]c(=O)n(-c4cccc(Cl)c4)c3n2)c1O
60	.	.	23	Cc1ccc(-c2cn3cccnc3n2)cc1

Ordered by the number under SDO1 yeast rescue (lowest first): six from the list above.
item	SDO1 yeast rescue	SDO1 yeast rescue Rescue 24 h	INS promoter inh	SMILES
59	-1.8	-0.95	.	CCOc1cccc(-c2nc(C(N)=O)c3[nH]c(=O)n(-c4cccc(Cl)c4)c3n2)c1O
55	-0.51	-0.58	3	O=C(N/N=C/c1ccncc1)c1nc(-c2ccccc2)n2c1CCCCC2
57	0.01	-0.98	18	CC(=O)Nc1ccc(C(=O)CSc2nc3ccccc3n2CC(=O)N2CCCC2)cc1
53	0.18	0.53	-32	CCOC(=O)N1CCN(c2ccc(C(=O)c3cccc(F)c3)cc2)CC1
54	0.86	3	.	CCCCCCn1cnc2c(c1=O)c1nc3ccccc3nc1n2Cc1cccs1
56	1.3	1.3	-80	CCOC(=O)N1CCN(C(=O)Cn2ncc3ccccc32)CC1

Further records
item	SDO1 yeast rescue	SDO1 yeast rescue Rescue 24 h	INS promoter inh	SMILES
61	0.01	-1	38	CCNC(=S)N/N=C/c1ccco1
62	-1	-0.63	-110	O=c1c2ccccc2nc(-c2ccc(Br)cc2)n1Cc1ccccc1
63	-0.09	-0.26	-13	COC(=O)c1cc(C(=O)OC)cc(-n2c(C)cc(C(=O)COC(=O)CNS(=O)(=O)c3ccc(C)cc3)c2C)c1
64	-0.58	-1.2	6	COc1ccc(NC(=S)c2ccc(N(C)C)cc2)cc1
65	-0.47	-0.71	42	Cc1c(N=Cc2ccc(O)c(Br)c2)cccc1[N+](=O)[O-]
66	1.1	0.96	14	Cc1c(NC(=O)CN2C(=O)c3ccccc3C2=O)c(=O)n(-c2ccccc2)n1C
67	-0.41	0.41	-2	Cc1ccc(S(=O)(=O)Nc2cc(C(C)C)c(O)cc2C)cc1
68	0.84	1.3	30	Cc1nn(-c2ccc(C(=O)O)cc2)c(N)c1-c1ccccc1
69	-0.33	0.15	-5	COC(=O)C(NC(=O)COc1ccccc1)(Nc1nc2c(s1)CCCC2)C(F)(F)F (configuration not stated)
70	.	.	-13	Cc1cncn1CCc1nc2c3ccccc3nc(=S)n2[nH]1
71	0.72	-0.33	7	COC(=O)c1ccc(CSC2=NCCS2)cc1
72	.	.	39	COc1ccc(OC)c(-n2c(=S)[nH]c3c(sc(=S)n3-c3ccccc3C)c2=O)c1
73	-0.26	0.04	11	Cc1ccccc1-n1c(SCC(=O)Nc2ccccc2)nc2nc3c(cc2c1=O)CCCC3
74	-0.26	-0.3	23	COc1ccc2nc(SCC(=O)Nc3ccccc3)[nH]c2c1
75	-0.88	-1.2	.	O=C(c1cn(CC(=O)N2CCCCC2)c2ccccc12)C1CC1
76	-0.11	-1.1	-42	Cc1ccc(N(C(C)C(=O)N2CCCCC2)S(C)(=O)=O)cc1C (configuration not stated)
77	-0.03	-0.1	38	COc1ccc(/C=N/Nc2nc(-c3cccc(S(=O)(=O)N4CCCC4)c3)cs2)c(OC)c1
78	0.28	0.28	33	O=C(COC(=O)c1ncc(Cl)c(Cl)c1Cl)Nc1ccccc1OC(F)F
79	0.48	0.19	-62	CCn1c(C)c(C(C)=O)c(N2CCN(c3ccccn3)CC2)nc1=S
80	-0.77	0.16	.	O=c1c2c(nc3cc(-c4ccc(Cl)cc4)[nH]n13)CCS2
81	-1.5	-0.68	24	Cc1cccn2c(=O)c(/C=C(\C#N)C(=O)NCc3ccco3)c(N3CCCCC3)nc12
82	-0.72	-0.8	-21	CCCc1nc2ccccc2c(C(=O)OCC(=O)Nc2cccc(S(=O)(=O)N3CCOCC3)c2)c1CC
83	2.6	2.4	.	Cc1sc2ncn3cnnc3c2c1C
84	.	.	-10	Cc1cccc(C(=O)NC(CC(=O)O)c2ccc(OC3CCCC3)cc2)c1[N+](=O)[O-] (configuration not stated)
85	.	.	25	CCc1sc(C(=O)Nc2ccccc2N2CCOCC2)cc1C
86	-1.6	-0.69	.	CCN1C(=O)/C(=C/c2cccs2)SC1=Nc1ccc(OC)cc1
87	0.83	0.28	37	Cc1c(Cl)cccc1NC(=O)CCC(=O)NNC(=O)c1ccccc1
88	1.9	1.5	33	O=S(=O)(NCC1CCCO1)c1cnc(Cl)c(Br)c1 (configuration not stated)
89	-0.72	-0.36	-20	CN(C(=O)COC(=O)c1c2c(nc3ccccc13)/C(=C/c1cccc([N+](=O)[O-])c1)CCC2)C1CCS(=O)(=O)C1 (configuration not stated)
90	-2.1	-1.5	.	COc1ccc(C2CC(c3ccc(Cl)c(Cl)c3)Nc3nc(N)nn32)cc1 (configuration not stated)
91	-0.97	-0.9	13	CCOc1ccc2nc(NC(=O)/C=C/c3ccc4c(c3)OCO4)sc2c1

Screens (PubChem)
